RSV CPE inhibition: RSV antiviral activity via CPE protection, HEp-2 cells, primary 10 µM value included (AID 2391) | CPE inhibition, % at 10 µM; hits with a dose series show IC50 in µM | HEp-2 cells, RSV-induced CPE inhibition; higher % means a stronger effect | hit rate 0.13% among 310,000; in the data active = a potency from the dose series; inconclusive = CPE inhibition mostly from about 23% at the one dose, without a potency; inactive = the rest, 99 in 100 with CPE inhibition below about 21%; also: strong numbers were not always called active
TNAP activation fold: stimulation of alkaline phosphatase TNAP activity – biochemical, luminescent, no phosphate acceptor, uHTS, primary screen (AID 1001); purified TNAP, luminescent activation assay, no phosphate acceptor; higher activation fold means a stronger effect; activation fold at 20 µM; hits with a dose series show EC50 in µM; hit rate 0.03% among 200,000; in the data active = activation fold from about 3, or a potency from the dose series; inactive = the rest, 99 in 100 with activation fold below about 1.6; also: many of its hits are not listed in these tables
human PMI inhibition: MPI enzyme activity inhibition – biochemical, fluorescence intensity, coupled assay, primary screen (AID 1209) | purified PMI enzyme, coupled fluorescence intensity; higher % means a stronger effect | inhibition, % at 20 µM; hits with a dose series show IC50 in µM | hit rate 0.42% among 190,000;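 also: plate controls were DMSO vehicle for no effect and wells lacking substrate for full effect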
Myeloid diff MLP: promotes myeloid progenitor differentiation; ER-HoxA9 myeloid progenitors, lysozyme-GFP differentiation, flow cytometry; calls only at 10 µM; hit rate 1% among 360,000; AID 624256;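 active = normalized GFP-positive differentiation at or above the plate's own cutoff, the solvent-only control mean plus 3 SD; inconclusive = no clear call, values can overlap the other calls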;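 also: cells exposed to compound for four days before flow analysis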
human PMI inhibitors: human PMI inhibitors, high substrate, primary screen, biochemical, fluorescence intensity, high mannose 6-phosphate (AID 1220); recombinant PMI enzyme, coupled fluorescence intensity; higher % means a stronger effect; inhibition, % at 20 µM, or IC50 in µM where a hit was titrated; hit rate 0.66% among 190,000
PhoP inhibition: PhoP-dependent GFP reporter repression – Salmonella Typhimurium, primary screen (AID 1863); S. Typhimurium PhoP-regulated promoter GFP reporter, 4 h; higher % means a stronger effect; one-dose inhibition, % at 50 µM; IC50 in µM for titrated hits; hit rate 0.16% among 300,000;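 active = inhibition over 29.93%, a cutoff 3 SD above the screen mean, later confirmed by dose response; inconclusive = inhibition over 29.93% but no dose response follow-up; inactive = inhibition at most 29.93% or unconfirmed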;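 also: 0% = low Mg2+ inducing control and 100% = high Mg2+ repressing control; strong numbers were not always called active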
Siah-1 displacement: blockers of Siah-1 interaction with plectin peptide – biochemical, fluorescence polarization, rhodamine-plectin, uHTS, primary screen (AID 1817). hit rate 0.02% among 290,000. Siah-1 / rhodamine-plectin peptide fluorescence polarization; higher % means a stronger effect. displacement, % at 20 µM, or IC50 in µM where a hit was titrated;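 active = displacement of at least 50% at 20 µM, with a fluorescence ratio check between 0.3 and a set limit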;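 also: plate controls were Siah plus tracer with DMSO for no effect and tracer alone without Siah for full effect; strong numbers were not always called active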
XIAP displacement: small molecules displacing peptide from XIAP – biochemical, IAP family, fluorescence polarization (AID 1018). XIAP BIR domain, fluorescence polarization peptide displacement; higher % means a stronger effect. displacement, % at 20 µM; hits with a dose series show IC50 in µM. hit rate 0.007% among 200,000; in the data active = displacement above about 50%; also: a part of the inactive calls stands beside numbers as strong as those of hits
WT yeast gro inh: growth inhibition of WT yeast, mitochondrial fusion screen; AID 1362; hit rate 2.1% among 190,000; inhibition, % at 10 µM; mitochondrial fusion phenotypic screen, WT strain; in the data active = inhibition above about 58%; tested in S. cerevisiae
WT yeast gro inh mutant strain: second read-out of WT yeast gro inh, no call of its own (marks repeat the call); inhibition, %; mitochondrial fusion phenotypic screen, mutant strain inhibition
Myeloid diff MLP GFP+ MAC1+ %: further read-out of Myeloid diff MLP, marked with its call; GFP+ MAC1+ double positive, %; measured here: differentiation confirmed by MAC1 staining
An asterisk follows results filed as active; i = inactive; ? = inconclusive; nt = no result given. Rule as the data show it, unless noted: active = inhibition above about 50%; inactive = the rest.

SMILES	RSV CPE inhibition	TNAP activation fold	human PMI inhibition	Myeloid diff MLP	Myeloid diff MLP GFP+ MAC1+ %	human PMI inhibitors	PhoP inhibition	Siah-1 displacement	XIAP displacement	WT yeast gro inh	WT yeast gro inh mutant strain
COc1ccc(CN(C)Cc2ccccc2)c(OC)c1OC	1.4%	1.1	-10%	i	0.4	-8%	-7%	2%	-1.0%	-14	-10
O=C(CNC(=O)c1cnccn1)Nc1ccc(F)c(F)c1F	2.6%	1.1	2%	i	0.6	12%	3%	11%	1.6%	8	8
CCOc1ccc(NC(=O)CN(c2ccc(OCC)cc2)S(=O)(=O)c2c(C)[nH]c(=O)[nH]c2=O)cc1	2.4%	1	-8%	i	0.3	29%	0%	2%	-6.0%	-4	-11
Cc1ccc(C(=O)N2c3ccccc3CC2C)o1 (stereo unspecified)	2.9%	1.1	5%	i	0.7	7%	-3%	-3%	-4.1%	12	16
COc1ccc(-n2nc(C(=O)NCC(=O)NCCC3=CCCCC3)c3ccccc3c2=O)cc1OC	2.4%	nt	nt	i	0.0	nt	-5%	-3%	nt	nt	nt
CCOC(=O)CCC(=O)NCc1ccc2c(c1)cc(C)n2C	1.8%	1	0%	i	1.5	14%	13%	3%	-2.6%	-14	-1
Nc1c(C(=O)O)ccc2c1C(=O)c1ccccc1C2=O	-1.1%	0.8	-3%	i	0.3	16%	0%	2%	15%	23	27
CCCCCOc1ccc(OC(=O)c2ccncc2)cc1	0.5%	1	-1%	i	1.4	3%	16%	2%	-3.8%	16	9
COc1ccc(NC2=NCC(=O)N2Cc2cccs2)cc1	-0.6%	1	-4%	i	0.9	-5%	5%	6%	0.3%	-1	7
CCOC(=O)Cc1cc(=O)n(-c2nc3ccccc3s2)[nH]1	-0.1%	1.1	-73%	i	1.1	-136%	-5%	-2%	-6.3%	-9	8
O=C(Nc1cccc(C(F)(F)F)c1)C(=O)N1CCCCC1	2.1%	1.1	4%	i	0.0	-5%	-4%	17%	-4.3%	7	2
O=C(N/N=C\c1cccc(Cl)c1)c1ccc(Cn2cccn2)o1	1.0%	1	3%	i	0.6	2%	-13%	-9%	-2.6%	-2	1
CN(C)CCCOc1ccc(Cl)cc1Br	nt	1.1	8%	i	4.7	-5%	19%	4%	-3.7%	2	-17
COCCN(C(=S)Nc1ccccc1OC)C1CCN(C(C)=O)CC1	0.8%	1.1	6%	i	0.4	22%	-23%	-4%	-5.8%	6	5
Cn1cnnc1SCCCN1C(=O)c2cccc3cccc(c23)C1=O	1.4%	1.1	4%	i	0.5	3%	-10%	8%	-2.5%	5	4
Fc1ccccc1CSc1ncnc2c1oc1ccccc12	0.2%	1.1	12%	i	0.8	13%	2%	1%	-10%	11	-10
CC(C)(C)NC(=O)CSC(=Nc1ccc(F)cc1)NC#N	1.9%	1.1	13%	i	0.7	8%	-13%	3%	-2.6%	11	0
O=C(NC12CC3CC(CC(C3)C1)C2)c1cc([N+](=O)[O-])ccc1Cl	0.9%	nt	nt	i	0.3	nt	-12%	-3%	nt	nt	nt
Cc1ccc(CSc2nc3nc(C)cc(C)n3n2)cc1	5.2%	nt	nt	i	0.3	nt	-6%	-2%	nt	nt	nt
CC(=O)N1CCC2(CC1)CC(=O)c1cc(OCC(=O)NCc3ccco3)ccc1O2	-1.3%	1.1	1%	i	7.2	-4%	1%	4%	-2.3%	3	-7
CC(=O)Nc1ccc(S(=O)(=O)NCCc2ccccn2)cc1	-0.9%	1.1	-8%	i	0.3	-4%	-2%	-4%	-16%	0	17
COC(=O)[C@@]1(Cc2ccc(OC)cc2)[C@H]2c3cc(C(=O)N(C)C)n(C[C@H](O)CO)c3C[C@H]2CN1C(=O)c1ccccc1	-1.2%	1.1	-1%	nt	nt	-3%	5%	-9%	-3.4%	14	4
Cc1ccnc(N2CCC(C(=O)Nc3ccc(Oc4ccccc4)cc3)CC2)n1	-1.5%	0.9	-7%	i	0.9	0%	-2%	4%	-0.4%	1	12
Cc1ccc(S(=O)(=O)N(c2cccc(C(F)(F)F)c2)C2C=CS(=O)(=O)C2)cc1 (stereo unspecified)	1.3%	1.1	-4%	i	5.1	-2%	3%	0%	-1.3%	-8	-11
COc1ccc(NC(=O)/C(=C\c2ccc3c(c2)OCO3)NC(C)=O)cc1	0.4%	1.1	3%	i	0.2	-8%	-1%	-2%	-4.1%	-3	7
S=C(Nc1ccc(Br)cc1Cl)N1CCC2(CC1)OCCO2	2.0%	1.1	6%	i	0.2	6%	2%	1%	-7.4%	-13	-2
O=[N+]([O-])c1cc(/C=N/O)ccc1SCc1ccccc1	20%	0.9	-6%	i	0.5	-2%	-10%	2%	-3.4%	10	-8
CC(=O)Nc1ccc(C(=O)OC2CCOC2=O)cc1 (stereo unspecified)	2.0%	1.1	4%	i	0.6	16%	4%	-2%	-2.3%	-13	-9
CC(c1nccs1)N(C)c1nc2nonc2nc1N(C)C (stereo unspecified)	0.7%	1.1	4%	i	0.4	7%	-9%	6%	3.8%	0	1
CC(=O)SC(C[N+](=O)[O-])c1cn(C(C)=O)c2ccccc12 (stereo unspecified)	5.3%	1.1	63%*	i	1.0	42%	-14%	-2%	-9.7%	18	6
O=C(CNC(=O)c1cccs1)N/N=C/c1ccc(Cl)cc1	0.4%	nt	nt	i	0.3	nt	1%	0%	nt	nt	nt
Cc1ccc(S(=O)(=O)CCC(=O)N2CCN(c3ccc(Cl)cc3)CC2)cc1	1.3%	1.1	-4%	i	1.3	-3%	-1%	25%	-4.3%	19	-10
COc1ccc(/C=C(/NC(=O)c2ccco2)C(=O)NCc2ccco2)cc1OC	0.0%	nt	nt	i	0.9	nt	-13%	2%	nt	nt	nt
COc1ccc(C(C)=O)cc1COC(=O)CCNS(=O)(=O)c1ccc(C(C)=O)cc1	0.1%	nt	nt	i	1.0	nt	-1%	2%	nt	nt	nt
COc1cccc(/C=N/NC(=S)NCc2ccco2)c1OC	2.3%	nt	nt	i	0.8	nt	-5%	10%	nt	nt	nt
CC(C)=C(NC(=O)c1ccccc1)C(=O)N/N=C(\C)c1ccccc1O	-0.2%	1.1	-8%	i	1.0	-21%	12%	2%	-3.3%	17	12
Cc1ccsc1CNS(=O)(=O)c1ccc(F)cc1	1.2%	nt	nt	i	0.5	nt	0%	1%	nt	nt	nt
CCOc1ccc(CCNC(=O)c2ccc(=O)[nH]c2)cc1OCC	1.1%	nt	nt	i	0.6	nt	0%	3%	nt	nt	nt
O=C(NN1C(=O)c2cc(Br)ccc2NC1c1cc(Br)cc(Br)c1O)c1ccncc1 (stereo unspecified)	4.8%	2.9	-14%	i	1.0	-15%	26%	3%	-3.1%	17	16
O=C(CCn1nc(-c2ccc(Cl)cc2)ccc1=O)N1CCN(c2ccccc2)CC1	0.8%	nt	nt	i	0.8	nt	9%	1%	nt	nt	nt
CN(Cc1ccco1)S(=O)(=O)c1nnc(NC(=O)c2ccccc2)s1	6.7%	nt	nt	i	1.2	nt	-8%	-2%	nt	nt	nt
N#CCCn1cc(/C=N/NC(N)=S)c(-c2ccc(Br)cc2)n1	-0.6%	1.3	19%	i	0.8	12%	1%	0%	-9.8%	4	-8
COCCn1c(N)c(N(Cc2ccccc2)C(=O)c2oc3ccccc3c2C)c(=O)[nH]c1=O	1.9%	1.1	9%	i	0.6	13%	-5%	3%	-9.0%	6	10
COCCNC(=O)C(c1cccc(OC)c1)N(C(=O)Cn1nnc2ccccc21)c1cccnc1 (stereo unspecified)	0.6%	1.2	4%	i	1.1	0%	10%	0%	-3.4%	-6	-34
CCC(C)NC(=O)CSc1nnc(-c2ccoc2C)n1CC1CCCO1 (stereo unspecified)	0.8%	1.1	10%	i	2.0	2%	4%	35%	-0.2%	-21	-2
O=C(c1cccs1)N(CCN1CCCCC1)CC1CCCN(C2CCCC2)C1 (stereo unspecified)	-2.2%	nt	nt	i	2.1	nt	8%	-3%	nt	nt	nt
CCOCCCNC(=O)c1ccc2c(c1)ncn2-c1ccccc1OC	1.4%	nt	nt	i	1.3	nt	4%	3%	nt	nt	nt
O=C(CSc1ccccc1)N1CCN(c2ccccc2)CC1	7.6%	1.1	-16%	i	0.7	-16%	0%	-6%	-1.1%	10	6
COc1ccc2c(c1)C(C)=CC(C)(C)N2C(=O)CNCc1ccc2c(c1)OCO2	26%	1.1	9%	i	1.7	2%	14%	2%	-2.3%	nt	nt
COc1cccc(N=Nc2ccc(O)c3ncccc23)c1	3.3%	nt	nt	?	nt	nt	4%	-7%	nt	nt	nt
Nc1nnc(SC2CC(=O)N(c3ccccc3)C2=O)s1 (stereo unspecified)	1.4%	1.1	-6%	i	0.9	-17%	-12%	-2%	-1.8%	46	62
O=C(c1cc(Cl)nc2ccccc12)N1CCCCC1	0.3%	1	11%	i	2.7	5%	2%	-1%	-6.4%	0	-2
Cc1nc(-c2noc(-c3cccc(Cl)c3)n2)c(C(F)(F)F)o1	1.7%	nt	nt	i	0.7	nt	6%	-4%	nt	nt	nt
COc1ccc(-c2cc(C(=O)NCCCN3CCOCC3)no2)cc1	-0.4%	nt	nt	i	0.8	nt	-2%	3%	nt	nt	nt
COc1cc(/C=C/C2=NNC(=O)CC2)cc(OC)c1OC	-1.6%	nt	nt	i	0.6	nt	0%	10%	nt	nt	nt
COc1ccc(CNC(=O)c2nc(S(=O)(=O)Cc3ccccc3)ncc2Cl)cc1	-2.2%	nt	nt	?	nt	nt	-13%	0%	nt	nt	nt
COCCCNC(=O)CSc1nc2c(sc3ccccc32)c(=O)n1CCCC(=O)NCC1CCCO1 (stereo unspecified)	1.8%	1.1	-12%	i	0.2	-10%	1%	-1%	0.3%	-9	0
O=C(COC(=O)C1CCN(/C=C/C(=O)C(F)(F)F)CC1)Nc1ccccc1	1.2%	1.2	8%	i	0.7	5%	12%	3%	-5.0%	6	6
O=C(N/N=C/C1CC=CCC1)c1ccc(O)cc1O (stereo unspecified)	2.4%	0.9	-1%	i	0.7	-4%	-3%	0%	-8.3%	6	-12
CCN(Cc1ccccc1)C(c1cc2cc(C)ccc2[nH]c1=O)c1nnnn1CCOC (stereo unspecified)	1.7%	1.1	-34%	i	0.3	-35%	-9%	2%	-1.0%	1	14
Cc1ccc(NC(=S)NC(=O)c2ccc(Br)o2)c(C)c1	-0.1%	1	-2%	i	0.1	-2%	3%	2%	-2.2%	10	20

Molecules from the list above that contain a cyano group (two):
SMILES	RSV CPE inhibition	TNAP activation fold	human PMI inhibition	Myeloid diff MLP	Myeloid diff MLP GFP+ MAC1+ %	human PMI inhibitors	PhoP inhibition	Siah-1 displacement	XIAP displacement	WT yeast gro inh	WT yeast gro inh mutant strain
CC(C)(C)NC(=O)CSC(=Nc1ccc(F)cc1)NC#N	1.9%	1.1	13%	i	0.7	8%	-13%	3%	-2.6%	11	0
N#CCCn1cc(/C=N/NC(N)=S)c(-c2ccc(Br)cc2)n1	-0.6%	1.3	19%	i	0.8	12%	1%	0%	-9.8%	4	-8

From PubChem
